Source: PubChem BioAssay (Fisher Drug Discovery Resource Center)
NPYLR7 agonist = mosquito NPYLR7 agonism; AID 1259423; 270,000 compounds, 0.15% hits; activation, % at 10 µM; HEK293T NPYLR7/Galpha15, GCaMP6s calcium fluorescence; in the data active = activation above about 40%;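 also: 0% = vehicle and 100% = reference agonist at the receptor; some compounds past the cut are filed as inactive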
hcGAS lum = human cGAS inhibition. recombinant h-cGAS, ATP depletion, Kinase-Glo luminescence. inhibition, % at 12.5 µM. 290,000 compounds, 0.081% hits;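 also: 0% = vehicle reaction and 100% = reaction without DNA for no activity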
Target sequence (Q8N884 whole entry, looked up): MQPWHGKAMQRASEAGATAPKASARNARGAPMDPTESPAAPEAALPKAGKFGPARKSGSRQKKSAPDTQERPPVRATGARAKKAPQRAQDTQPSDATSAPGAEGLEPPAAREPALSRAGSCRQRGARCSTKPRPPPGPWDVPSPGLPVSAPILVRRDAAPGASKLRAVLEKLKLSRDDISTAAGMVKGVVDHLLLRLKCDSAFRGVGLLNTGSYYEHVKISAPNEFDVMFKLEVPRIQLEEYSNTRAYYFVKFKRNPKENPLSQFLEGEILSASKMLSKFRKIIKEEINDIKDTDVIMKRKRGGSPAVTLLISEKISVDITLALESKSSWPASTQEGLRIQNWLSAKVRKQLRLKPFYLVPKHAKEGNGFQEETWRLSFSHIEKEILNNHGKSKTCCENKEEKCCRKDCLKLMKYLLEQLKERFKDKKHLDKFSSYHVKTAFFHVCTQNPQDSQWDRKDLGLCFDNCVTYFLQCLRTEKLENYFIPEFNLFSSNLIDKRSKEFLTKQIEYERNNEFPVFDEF
mcGAS lum = inhibitors of mouse cGAS | Q8C6L5 | recombinant cGAS, Kinase-Glo ATP depletion luminescence | inhibition, % at 12.5 µM | 160,000 compounds, 0.15% hits | AID 1259399;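 also: 0% = negative control wells and 100% = reference inhibitor with no enzyme activity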
* hit, by the source's call; / = no result given; & = joins results of further samples. Rule as the data show it, unless noted: active = inhibition above about 40%; inactive = the rest. This is a random part of the collection (roughly 0.27% active in at least one column).

SMILES | NPYLR7 agonist | hcGAS lum | mcGAS lum
CC(CC(=O)N1C(C)CC2CCCCC21)NC(=O)c1ccccc1 (stereo not given) | 5 | -7 | -8
CCc1nc2c3ccccc3ncn2n1 | -3 | 5 | /
CCOC(=O)CCc1c(C)nc2ncnn2c1N1CCN(C(=O)c2cc(C(C)(C)C)oc2C)CC1 | / | 2 | -4
Cc1ccc(-n2ncc3c2CC(C)(C)CC3NC(=O)c2ccccn2)cc1 (stereo not given) | -8 | 5 | -1
CCOC(=O)c1nn(-c2ccccc2C)c(=O)cc1N1CCN(c2cccc(Cl)c2)CC1 | 6 | -3 | /
O=C(CCc1ccc(S(=O)(=O)N2CCCC2)cc1)NC12CC3CC(CC(C3)C1)C2 | 15 | 1 | /
CC(=O)c1ccc(NCC(=O)Nc2cc3c(cc2Br)OCCO3)cc1 | 0 | 2 | /
C=C1C([C@]2(C)C(CC(=O)OC)[C@@](C)(COC(C)=O)OC(=O)C[C@@H]2OC(C)=O)[C@@H](OC=O)[C@H](OC(=O)C(O)C(C)CC)[C@@]2(C)[C@H](c3ccoc3)CC(=O)C12O (stereo not given in full) | / | -2 | -5
COc1cccc(CSc2nc(C)c(CC(=O)N3CCC(C(N)=O)CC3)c(=O)[nH]2)c1 | -7 | -4 | -5
CC1CN(c2nc(N)c([N+](=O)[O-])c(NCc3ccco3)n2)CC(C)O1 (stereo not given) | 2 | -6 | -9
CCOC(=O)C1CCCN(C(=O)c2coc(CN(Cc3ccccc3)Cc3ccccc3Cl)n2)C1 (stereo not given) | 19 | -3 | -4
COc1cc(OC)cc(C(NC(=O)c2ccc(Br)cc2)c2nccn2C)c1 (stereo not given) | 3 | -4 | -8
CCCNC(=O)O[C@@H]1CC[C@]2(C)C(CC[C@@H](O)[C@H]2CC(=O)N2CCC(C)CC2)[C@]1(C)CO (stereo not given in full) | -6 | -1 | -1
CCc1cc(=O)oc2cc(Oc3nc(CN4CCOCC4)nc4sc(C)c(C)c34)ccc12 | -1 | -5 | -6
Cc1nn2c3ccccc3n(C)c2c1C(=O)C(Cl)(Cl)Cl | -7 | 1 | 14
Nc1cc(=O)[nH]c(SCC(=O)N(Cc2cccs2)c2ccc3c(c2)OCCO3)n1 | 0 | -6 | -5
Cc1ccsc1[C@@H]1CCN(c2nccc(CCC(F)(F)F)n2)C[C@H]1O | 12 | -6 | /
CCNC(=O)NC(=O)Cn1cc(C(F)(F)F)ccc1=O | -1 | -9 | -9
CCOC(=O)N1CCc2c(sc(N)c2-c2nc3ccccc3s2)C1 | 1 | -10 | /
CCCCOC(=O)C(C#N)=Cc1ccc(O)c(OC)c1 | 9 | -1 | -3

Reformatted field by field: entries from further up
O=C(CCc1ccc(S(=O)(=O)N2CCCC2)cc1)NC12CC3CC(CC(C3)C1)C2
  NPYLR7 agonist: 15; hcGAS lum: 1; mcGAS lum: /
CC(=O)c1ccc(NCC(=O)Nc2cc3c(cc2Br)OCCO3)cc1
  NPYLR7 agonist: 0; hcGAS lum: 2; mcGAS lum: /

New compounds follow:
SMILES | NPYLR7 agonist | hcGAS lum | mcGAS lum
CCc1ncn(C)c1NC(=O)CCc1ccc(C)cc1C | 1 | 0 | /
O=C(c1cn(Cc2ccc(Cl)cc2)nn1)N1CCCCCCC1 | 0 | -4 | /
CC(C)c1cc(N2CCCC(CS(C)(=O)=O)C2)nc(N)n1 (stereo not given) | / | -4 | -5
O=C(NCC1CCCO1)C1(c2ccnc(Nc3ccc4c(c3)OCCO4)c2)CC1 (stereo not given) | 10 | -5 | -6
COCCNC(=O)C(C)SCc1coc(-c2ccc(Cl)cc2)n1 (stereo not given) | 2 | -4 | /
COc1cccc2c1N(CC(=O)Nc1ccc(N3CCCC3)cc1)CCC2 | 6 | -6 | /
O=C(c1ccccc1)c1ccc2c(c1)N=C1CCCC(=O)C1C(c1ccc([N+](=O)[O-])cc1)N2 (stereo not given) | -12 | -4 | -4
CCCOc1cccn2c(N(C)C(=O)Nc3ccccc3OC)c(CC)nc12 | -13 | 0 | -2
Cc1cn2c(C=C3N=C(c4cccc(F)c4)OC3=O)c(C)nc2s1 | 1 | -8 | /
CS(=O)(=O)Nc1ccc([N+](=O)[O-])cc1Oc1ccccc1 | 2&-5&-1&3 | 9&8&2&-6 | -5&-3
CCCOc1ccc(S(=O)(=O)NCc2ccc3c(c2)OCO3)cc1 | 7 | -3 | -6
O=C(O)c1ccc(NC(=O)c2cc3cc(Cl)ccc3oc2=O)cc1 | -6 | -5 | -6
COc1cccc(CN2CCC(C3CCN(S(C)(=O)=O)CC3)C2)n1 (stereo not given) | / | -12 | -5
N#Cc1c(N)n(CCc2ccc(Cl)cc2Cl)c2nc3ccccc3nc12 | -5 | -3 | -7
C=CCN(CC#Cc1ccccc1)Cc1cc(C)[nH]n1 | 0 | 0 | /
O=C(CSc1ccccn1)N1CCC2(CCCN(CC3CCCCC3)C2)C1 (stereo not given) | 7 | 3 | /
O=C(CCl)Nc1sc2c(c1C(=O)c1ccccc1)CCCC2 | -3 | -2 | -2
CCC(=O)N1CCc2cc(OC)c(OC)cc2C1c1ccccc1Cl (stereo not given) | 17 | -5 | -7
COCCNC(=O)[C@@]1(OCc2cccc(OC)c2)CC(OCc2c(F)cccc2F)[C@H](O)[C@H](O)C1 (stereo not given in full) | 5 | -6 | -8
O=S(=O)(NC(c1ccccc1)c1ccncc1)c1ccccc1F (stereo not given) | -1 | 2 | /
Cc1ccc(-c2ccc(Nc3ccc(F)c(Cl)c3)nn2)cc1S(N)(=O)=O | -14 | -4 | /
Cc1nccn1CCC(=O)N1CCCC(C(=O)Nc2ccccc2Oc2cccnc2)C1 (stereo not given) | 3 | -2 | /
CCN(CC)c1ncccc1CNC(=O)C1COc2ccccc2O1 (stereo not given) | 1 | -3 | -16
Cc1ccccc1Cn1nc2c(=O)n(-c3ccc(Br)cc3)ccn2c1=O | 11 | -7 | -8
O=C(NS(=O)(=O)c1ccccc1Br)c1ccc(NC(=O)C2CC2)cc1 | 5 | -9 | /
O=S(=O)(NCCOc1ccc2nnc(-c3ccccc3)n2n1)c1ccccc1 | -4 | -5 | -8
O=C(Nc1ccc(F)c(F)c1)c1cc(=O)c(OCc2ccccc2)c[nH]1 | 5 | -2 | /
C=CCN1C[C@@H]2C[C@@H](C(N)=O)N(C(=O)c3cccc(OC)c3)c3cccc(c32)S1(=O)=O | -1 | -11 | -7
Cc1csc(N2CCN(C3CCOC3=O)CC2C)n1 (stereo not given) | 3 | -5 | /
O=C(c1cc2c(s1)-c1ccccc1CC2)N1CCCCC1 | 5 | -2 | -5
CCC(C)Sc1ccc(NC(=O)c2ocnc2C)c(C(F)(F)F)c1 (stereo not given) | 6 | 2 | 1
C=CCNC(=S)NNc1ccc(S(N)(=O)=O)cc1 | -9 | -4 | /
CCCOc1ccc(C(=O)NCCCOc2cccc([N+](=O)[O-])c2)cc1 | -6 | -3 | -2
O=c1[nH]c(=S)[nH]c2c1cnn2Cc1ccccc1 | 3 | -1 | /
O=C(c1ccc2c(c1)OCCO2)C1CCN(C(=O)/C=C/c2cccc([N+](=O)[O-])c2)CC1 | -2 | -4 | -9
COCC(=O)Nc1c(-c2ccc(OC)cc2)nc2ccccn12 | -7 | -7 | -6
Cc1cc(Oc2cc(N3CCN(C(=O)Cc4cccs4)C(C)C3)ncn2)ccc1Cl (stereo not given) | 7 | -13 | -5
CCN(CC)C(=O)Oc1ccc2c(ccn2Cc2cc(F)cc(F)c2F)c1-c1cc(C)cc(C)c1 | 11 | 3 | -4
O=C(CNC(=O)c1ccccc1)N=Nc1c(O)n(CCc2ccccc2)c2ccccc12 | 0 | -4 | 2
C#CCOc1ccc(C=NN=C(N)c2nonc2N)cc1OC | -1 | -13 | /
Cc1ccc(C2(c3noc(CN4CCN(C5CCS(=O)(=O)C5)CC4)n3)CCCC2)cc1 (stereo not given) | 12 | -8 | /
Cc1ccc(-c2nc(CN3CCCC3c3nonc3C)c(C)o2)o1 (stereo not given) | -2 | -5 | /
COc1ccc(C(=O)N2CCC2(C)C(=O)O)cc1C(F)(F)F (stereo not given) | 0 | -8 | /
O=C1CCN(C(=O)c2ccc(F)cc2)[C@@H]2c3ccccc3OC[C@@H]2CN1CCO | 16 | 2 | -7
Cc1nnc2ccc(OCCNC(=O)Nc3ccc(F)cc3F)nn12 | 2 | -7 | -10
Cc1cc2c(cc1C)OC(C(=O)NCc1ccon1)C2 (stereo not given) | 4 | -6 | /
COCCN(Cc1ccccn1)C(=O)c1cccc(-c2ccc(O)cc2)c1 | -3 | -4 | -11
COc1ccc(CN(CCc2c[nH]c3ccccc23)C(=O)CN(C(=O)COc2ccc(Cl)cc2)C2CC2)cc1OC | / | -3 | -4
N#Cc1ccc(Nc2cc(C3(C(=O)NCCNc4ccccc4)CC3)ccn2)cc1 | -15 | -5 | -6
COc1ccc(C(CC(=O)NC2CC2)c2cn(C)c3ccccc23)cc1OC (stereo not given) | 0 | -5 | -7
O=C(Cc1ccc(F)cc1F)NCc1cnn2ccccc12 | 6 | -4 | -12
COC(=O)C1CCN(c2nc(CN3CCCC3c3nccs3)nc3cc(OC)c(OC)cc23)CC1 (stereo not given) | 7 | 0 | -8
COc1c(NC(=O)Nc2ccc(Cn3cccn3)cc2)c(C)nn1C | -6 | -6 | -11
Cc1ccc(CC(C)N(C)C(=O)c2nccn3ccnc23)cc1 (stereo not given) | 3 | 2 | /
COc1cccc(CN(Cc2ccc(F)cc2)Cc2nc(C(=O)NCCc3ccccn3)co2)c1 | 16 | -2 | -6
CC(=O)c1c(C)[nH]c(C(=O)Cn2c(C)nc3ccccc3c2=O)c1C | 0 | -5 | -8
COc1cccc(CC2CN(C(=O)c3ccc[nH]3)CCO2)c1 (stereo not given) | 2 | -10 | -10
Cc1c([N+](=O)[O-])c([N+](=O)[O-])nn1CC(=O)Nc1cc(Oc2cccnc2)cc([N+](=O)[O-])c1 | 25 | 1 | /
CC1CCN(C(=O)COC(=O)c2n[nH]c3ccccc23)C2CCCCC12 (stereo not given) | -9 | 1 | /
CC(C)N1C(C)CC(O)N1C(=O)CC#N (stereo not given) | -15 | -9 | /
Following part.
SMILES | NPYLR7 agonist | hcGAS lum | mcGAS lum
COc1ccc(NC(=O)N[C@H]2C[C@@H](C(=O)N(C)CC(N)=O)N(C(=O)CSC)C2)cc1 | -9 | -7 | -8
COc1ccc(C(=O)CSc2ccc(-c3ccc(-n4cccn4)cc3)nn2)cc1 | 5 | -7 | -7
O=C(NCCCN1CCOCC1)c1ccc(Nc2cccc(C(F)(F)F)c2)nc1 | -6 | -3 | /
CCn1ccc(C(=O)N=c2sc3cccc(F)c3n2CCOC)n1 | -6 | 3 | /
CC1(C)CC(=O)C(=C2CCCN2CC#N)C(=O)C1 | 1 | -4 | /
Cc1cccc(Cc2nnc(NC(=O)N(C)Cc3cccs3)s2)c1 | -1 | -3 | /
O=C(Cc1ccccc1O)N1CCC(N2CCCC(C(=O)N3CCCC3)C2)CC1 (stereo not given) | -5 | 0 | /
CCCCc1nc(N2CCCN(C(=O)c3ccccc3OC)CC2)c2c(-c3ccccc3)noc2n1 | 12 | -1 | -5
S=C1N[C@H]2CCCC[C@@H]2N1CN1CCCC1 | 5 | 3 | /
COCCCn1c(-c2cccs2)cn2c3c(=O)n(C)c(=O)n(C)c3nc12 | 4 | -6 | /
S=C(NCC1CCCO1)N1CCc2ccccc21 (stereo not given) | 3 | -7 | /
Cc1ccccc1-c1ccc(N2CCC(C(=O)NC3CC3)CC2)nn1 | -10 | 0 | -5
COC(=O)c1c(NC(=O)c2ccco2)sc2c1CCC2 | 1 | -2 | /
CC(NC(=O)NCCc1ccccc1C(F)(F)F)c1nccs1 (stereo not given) | 9 | -10 | /
Cn1cnnc1SCc1ccccc1Br | -1 | -8 | /
CCN1CCCC1CNC(=O)CCC1CCN(Cc2ccc(SC)cc2)CC1 (stereo not given) | 8 | -9 | /
CCCCOc1ccc(C(=O)Nc2nc(CC(=O)OCC)cs2)cc1 | 8 | 6 | -5
CN(C)CCn1ccnc1-c1cc(CN(C)C)cs1 | -2 | -5 | /
CC1(C)[C@H]2CC=C(CN3CCC(N4CCC(C(=O)NC5CC5)CC4)CC3)[C@@H]1C2 | -4 | -2 | -4
C[C@@H]1C[C@@H](CC(=O)N2CCC3(CC2)CC3C(=O)N2CCN(C3CCCCC3)CC2)NC(=S)N1 (stereo not given in full) | 1 | -12 | /

Structures listed so far that have a thiophene ring, fused or not, in the order listed:
SMILES | NPYLR7 agonist | hcGAS lum | mcGAS lum
CCc1cc(=O)oc2cc(Oc3nc(CN4CCOCC4)nc4sc(C)c(C)c34)ccc12 | -1 | -5 | -6
Nc1cc(=O)[nH]c(SCC(=O)N(Cc2cccs2)c2ccc3c(c2)OCCO3)n1 | 0 | -6 | -5
Cc1ccsc1[C@@H]1CCN(c2nccc(CCC(F)(F)F)n2)C[C@H]1O | 12 | -6 | /
CCOC(=O)N1CCc2c(sc(N)c2-c2nc3ccccc3s2)C1 | 1 | -10 | /
O=C(CCl)Nc1sc2c(c1C(=O)c1ccccc1)CCCC2 | -3 | -2 | -2
O=C(c1cc2c(s1)-c1ccccc1CC2)N1CCCCC1 | 5 | -2 | -5
Cc1cc(Oc2cc(N3CCN(C(=O)Cc4cccs4)C(C)C3)ncn2)ccc1Cl (stereo not given) | 7 | -13 | -5
Cc1cccc(Cc2nnc(NC(=O)N(C)Cc3cccs3)s2)c1 | -1 | -3 | /
COCCCn1c(-c2cccs2)cn2c3c(=O)n(C)c(=O)n(C)c3nc12 | 4 | -6 | /
COC(=O)c1c(NC(=O)c2ccco2)sc2c1CCC2 | 1 | -2 | /
CN(C)CCn1ccnc1-c1cc(CN(C)C)cs1 | -2 | -5 | /
